NOD2-RIPK2 inh = blocks binding of human NOD2 to RIPK2; CHO BLA complementation NOD2-RIPK2, CCF4 ratio; inhibition, % at 4.98 µM; 0.38% of 360,000 active; AID 624267; in the data active = inhibition above about 21%;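 also: 0% = vehicle only and 100% = reference blocker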
Target sequence (O43353 whole entry, looked up): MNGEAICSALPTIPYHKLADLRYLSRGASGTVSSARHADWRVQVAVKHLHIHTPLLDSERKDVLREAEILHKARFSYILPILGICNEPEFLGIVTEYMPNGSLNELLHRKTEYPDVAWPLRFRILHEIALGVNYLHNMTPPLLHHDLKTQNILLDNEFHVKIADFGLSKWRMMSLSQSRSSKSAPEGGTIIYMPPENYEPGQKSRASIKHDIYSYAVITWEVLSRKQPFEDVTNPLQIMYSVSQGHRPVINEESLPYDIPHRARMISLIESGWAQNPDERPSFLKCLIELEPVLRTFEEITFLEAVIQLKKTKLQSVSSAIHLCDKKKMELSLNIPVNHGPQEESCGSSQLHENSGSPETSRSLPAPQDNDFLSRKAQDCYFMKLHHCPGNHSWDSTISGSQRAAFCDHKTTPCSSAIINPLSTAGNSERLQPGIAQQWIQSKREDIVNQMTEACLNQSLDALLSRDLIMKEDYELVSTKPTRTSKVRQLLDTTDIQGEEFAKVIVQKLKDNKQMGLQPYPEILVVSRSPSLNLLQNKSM
ABCB6 inh 2 = human ABCB6 transporter inhibition. fluorescence ratio to DMSO, % at 10 µM. K562-ABCB6 porphyrin accumulation, flow cytometry, 1 h; active compounds read low. 0.19% of 360,000 active. Q9NP58;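 active = fluorescence ratio to DMSO below 75%, the collection mean minus 3 SD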;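 also: signal is porphyrin accumulated inside mitochondria; 100% equals median channel fluorescence of DMSO control wells; lower ratio means ABCB6 inhibition with less porphyrin fluorescence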
H9c2 protect = myocardial damage modulation in H9c2 cells | H9c2 cardiomyocytes, H2O2 injury protection, ATPLite, 2 h | protection from H2O2 cell death, % at 20 µM | 0.63% of 360,000 active | AID 588492;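 active = compounds giving at least 50% protection of heart cells from peroxide-induced death in the single-dose screen, raw or plate-pattern-corrected value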;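 also: 0% = DMSO wells with peroxide and 100% = DMSO wells without peroxide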
MC4R antag cAMP = blocks human MC4R cAMP signaling; MC4R-expressing cells, MTII-stimulated cAMP, LANCE TR-FRET; 0.48% of 360,000 active; inhibition, % at 6.5 µM; AID 540295;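 active = inhibition above its plate's cutoff, the mean of tested wells on that plate plus 3 SD, cut at about 29% in these data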;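 also: 0% = Melanotan II alone and 100% = Melanotan II plus saturating MCL0020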
Target sequence (P32245 whole entry, looked up): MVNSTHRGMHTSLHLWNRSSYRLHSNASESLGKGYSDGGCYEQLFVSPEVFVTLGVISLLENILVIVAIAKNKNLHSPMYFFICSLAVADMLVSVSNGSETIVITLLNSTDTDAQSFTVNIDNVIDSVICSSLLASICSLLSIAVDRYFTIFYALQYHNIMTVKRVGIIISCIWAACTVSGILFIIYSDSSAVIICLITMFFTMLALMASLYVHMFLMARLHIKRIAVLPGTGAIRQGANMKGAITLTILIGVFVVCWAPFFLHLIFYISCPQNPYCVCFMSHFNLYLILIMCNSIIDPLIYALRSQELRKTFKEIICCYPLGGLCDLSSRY
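Material: U2OS-MC4R stable cell line | Reagent: Melanotan II challenge after compound preincubation | Doses: One concentration, 6.5 µM nominal | Incubation: 30-min compound preincubation, 1-h Melanotan II challenge, 1-h detection, room temperature | Signal: TR-FRET cAMP assay | Replicates: One well per compound, no replicates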
TLR9-MyD88 inh = inhibitors of human TLR9-MyD88 binding; 0.21% of 340,000 active; Q9NR96+Q99836; inhibition, % at 4.98 µM; AID 504734; CHO BLA complementation TLR9-MyD88, CCF4 FRET ratio;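 active = inhibition above the mean over all tested compounds plus 3 SD, cut at about 21% in these data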;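 also: 0% = DMSO only wells and 100% = clavulanate BLA inhibitor control wells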
MC4R barr agon = agonists of human melanocortin 4 receptor (MC4R) beta-arrestin | P32245 | U2OS MC4R beta-arrestin complementation, luminescence; percent of melanotan II response, DMSO zero | activation, % at 8.9 µM | 0.98% of 360,000 active | AID 540308;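 active = activation above a per-plate cutoff, the mean activation of sample wells on that plate plus 3 SD, cut at about 8% in these data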
ABHD5 PLIN5 PPI = blocks binding of human ABHD5 to perilipin-5. AID 602281. inhibition, % at 4 µM. 0.78% of 360,000 active. Split G. princeps luciferase complementation, luminescence, 4 h;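 active = inhibition above the mean inhibition across every tested compound plus 3 SD, cut at about 22% in these data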;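 also: 0% = DMSO only wells and the 100% control is not disclosed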
SRC2 inh = human SRC2 (NCOA2) inhibition | inhibition, % at 9 µM | HEK293 GAL4-SRC2 luciferase reporter, luminescence | Q15596 | AID 651957 | 0.17% of 370,000 active;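 active = inhibition above the mean inhibition of all tested compounds plus 3 SD, set per campaign, cut at about 52% in these data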;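 also: 0% = DMSO treated cells and 100% = cells given Gossypol at 36 µM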
HTR2A ag = agonists of mouse serotonin 5-HT2A receptor (HTR2A); P35363; CHO-K1 mHTR2A beta-arrestin complementation, luminescence; percent of 30 µM serotonin response; 0.66% of 360,000 active; activation, % at 7.6 µM; AID 624169;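 active = activation above a run cutoff, the mean activation of all tested compounds plus 3 SD, cut at about 14% in these data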;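 also: 0% = plate median of compound wells and 100% = 30 µM serotonin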
Glyco luc inh = N-linked glycosylation inhibition | D54 ERlucT glycosylation luciferase reporter, 24 h; percent of 100 nM tunicamycin response | reporter increase, % at 12.5 µM | 0.23% of 360,000 active;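 active = mean luciferase reporter signal, scaled so untreated is 0 and the glycosylation-blocking control 100, at or above a set limit in every replicate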;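 also: luciferase carries N-glycosylation sites so blocking glycosylation raises the light; 0% = median of neutral control wells and 100% = median of 100 nM tunicamycin wells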
The depositor's hits bear a star; i = inactive; . = not tested or not shown. Only part of the results is shown (hit frequency here may not be typical).

SMILES | NOD2-RIPK2 inh | ABCB6 inh 2 | H9c2 protect | MC4R antag cAMP | TLR9-MyD88 inh | MC4R barr agon | ABHD5 PLIN5 PPI | SRC2 inh | HTR2A ag | Glyco luc inh
COc1cc(OC)c(-c2nn3c(C4CCCCC4)nnc3s2)cc1OC | -2.8 | 98.0 | 23.0 | -8.4 | 1.8 | 4.7 | 0.2 | -7.8 | 6.4 | -3.9
CCOc1ccccc1/C=C(\C#N)C(=O)NC1CC1 | -2.1 | 100.0 | -0.9 | 7.8 | . | -1.1 | 11.2 | -27.3 | -0.2 | -0.4
Cc1ccc(C(=O)Oc2cc(-c3ccccc3)no2)cc1 | 3.5 | 113.0 | 3.1 | 13.0 | -3.3 | -1.4 | 1.8 | -14.2 | 7.3 | 0.1
CCOC(=O)C1=C(C)NC(C)=C(C(=O)OC)C1c1ccco1 (stereo not given) | 1.4 | 96.0 | 7.5 | -3.3 | -0.9 | -2.5 | -4.9 | -2.8 | -1.8 | 3.1
CC1NC(=O)c2ccccc2-n2c1nc1ccc(F)cc1c2=O (stereo not given) | -4.3 | 102.0 | -6.6 | 13.1 | . | 0.5 | 0.7 | 8.6 | 2.2 | 1.3
CCC1=[N+](CC(=O)c2ccc(C)cc2)CCn2cccc21 | 1.9 | 101.0 | -17.4 | 3.0 | 8.3 | -2.9 | 6.4 | -9.3 | -1.3 | 3.2
O=C(NCc1ccc2c(c1)OCO2)C1CC(c2ccccc2O)=NO1 (stereo not given) | 7.4 | 105.0 | 5.7 | 4.5 | 0.9 | -1.4 | 1.9 | 15.3 | -0.1 | -0.3
COc1ccc(CC(=O)Nc2nc(-c3ccc(F)c(F)c3)cs2)cc1 | 5.0 | 98.0 | 0.4 | 24.7 | -3.0 | -0.9 | 5.5 | 12.7 | 3.6 | -0.3
CC(C)(C)C(=O)/C=c1\s/c(=C\c2ccc(-c3ccc([N+](=O)[O-])cc3)o2)c(=O)n1CC(=O)NC(N)=O | -3.3 | i | 52.5* | 10.8 | 4.5 | -0.2 | 1.4 | -0.9 | 3.0 | -0.7
CC1CCN(S(=O)(=O)c2ccc3c(c2)c(=O)c(C(=O)N2CCCCC2)cn3C)CC1 | -5.3 | 97.0 | 6.8 | 5.0 | -6.1 | -1.2 | 3.5 | -18.3 | -4.1 | -2.7
CC(C)(C)NCC(O)COc1ccc(Br)cc1 (stereo not given) | -4.4 | 102.0 | 7.4 | 2.6 | -6.4 | -1.4 | -3.5 | 3.8 | 0.5 | 1.1
CC(C)(C)OC(=O)CN1C(=O)NC(Cc2c[nH]c3ccccc23)C1=O (stereo not given) | -7.0 | 99.0 | -2.5 | 1.7 | 2.0 | 0.6 | -8.7 | 5.5 | -3.2 | 0.1
C/C(=N/NC(=O)CCc1c(C)n[nH]c1C)c1cccc([N+](=O)[O-])c1 | 1.3 | 89.0 | 7.3 | -4.7 | 3.3 | -0.4 | 2.5 | -8.0 | 3.5 | 0.2
Cc1ccc(SCc2[nH]nc3c2C2(CCSCC2)C(C#N)=C(N)O3)cc1 | -10.0 | 97.0 | 5.3 | 27.9 | -7.9 | 2.1 | -8.2 | 9.1 | -1.0 | 0.7
CCN(CC)c1ccc(NC(=O)CN2CCN(CC(=O)Nc3ccccc3OC)CC2)cc1 | -0.5 | 104.0 | 7.4 | 10.6 | -10.0 | -1.3 | -4.8 | -26.9 | -9.7 | -3.2
CC1=CC2=C(OC1N(C)C)c1cccc3cccc(c13)C2=O (stereo not given) | -6.4 | 108.0 | 44.7 | 5.3 | 7.2 | -1.3 | 1.1 | . | -1.0 | 4.3
CC(=O)Oc1cccc(-c2nc3ccccc3c(=O)o2)c1 | -0.8 | 102.0 | 15.6 | 2.2 | 0.0 | 0.0 | 10.8 | -39.4 | -2.2 | -0.3
CCOC(=O)c1cc(-c2ccccc2)sc1NC(=O)C(C)C | -6.8 | 96.0 | -5.7 | 11.7 | -6.2 | 0.6 | 0.6 | -1.5 | 0.7 | -2.7
COc1cccc(/C=C2/SC(=S)N(CC(=O)NNC(=O)c3ccccc3O)C2=O)c1 | -8.3 | 100.0 | 17.1 | -0.2 | 0.9 | -0.8 | -5.7 | 3.9 | 1.6 | -2.3
Cc1ccc(NC(=O)CCSc2ccccc2)c(C)c1 | -5.1 | 99.0 | -1.6 | -1.9 | 10.0 | 0.3 | -4.3 | . | 6.3 | 0.3
O=C(O)/C(=C\c1ccc(Cl)c([N+](=O)[O-])c1)c1ccc(S(=O)(=O)N2CCCCC2)s1 | 7.8 | 101.0 | 3.0 | 9.3 | 1.6 | -1.1 | -1.7 | 5.3 | -3.4 | 0.6
O=c1[nH]c(=O)c2cn[nH]c2[nH]1 | 3.8 | 104.0 | 12.9 | 4.6 | 1.5 | 1.2 | -2.0 | -0.2 | -1.6 | 0.6
COC(=O)c1ccc(C2NCCc3cc(OC)c(OC)cc32)cc1 (stereo not given) | -5.5 | 97.0 | -1.8 | -0.4 | 9.7 | -1.0 | -8.6 | -6.3 | 0.8 | 1.6
COCCNC(=O)/C(C#N)=C1\N=C(N)c2ccccc21 | 8.2 | 105.0 | 15.8 | 0.4 | 2.3 | -4.0 | 1.6 | -2.5 | 1.1 | -2.4
CC1=CCC2C(=O)N(c3nc4ccccc4n3C)C(=O)C2C1 (stereo not given) | -1.2 | 107.0 | 1.5 | -0.3 | -4.1 | -0.6 | 3.1 | -10.7 | 8.1 | 1.2
CN(C(=O)c1ccccc1C(=O)OCC(=O)Nc1ccc(S(N)(=O)=O)cc1)c1ccccc1 | -2.5 | 94.0 | 0.3 | 3.6 | -10.2 | -3.6 | -14.3 | 23.5 | -2.5 | 1.4
O=C(NCC1CCN(C(=O)c2c(F)c(F)c(F)c(F)c2F)CC1)c1c(F)c(F)c(F)c(F)c1F | -9.5 | 102.0 | -2.8 | -0.1 | -14.7 | -3.2 | -3.4 | -6.9 | 2.4 | -2.0
COC(=O)C1=CNC=C(C(=O)OC)C1c1ccc(C(=O)OC)cc1 | -8.3 | 98.0 | 3.7 | 1.1 | -2.6 | -1.6 | -0.8 | -4.0 | 4.5 | 6.7
CCCCNc1c([N+](=O)[O-])ncn1C | -9.1 | 100.0 | -2.1 | -4.2 | . | -2.1 | 5.4 | -1.3 | -0.2 | 0.2
COc1ccc(CNS(=O)(=O)c2ccc3c(c2)N(C(C)=O)CCO3)cc1 | -4.7 | 105.0 | -0.4 | 9.6 | -7.7 | 0.5 | -5.1 | 17.9 | 2.3 | -0.2
c1ccc2c(c1)NC(c1ccncc1)n1c-2nc2ccccc21 (stereo not given) | -7.6 | 94.0 | 21.0 | 4.7 | -2.3 | -1.2 | 9.1 | -29.6 | -7.8 | -7.3
CCOC(=O)c1c(-c2ccc(F)cc2)csc1NC(=O)CCN1CCOCC1 | -0.2 | 99.0 | -1.5 | 12.3 | -16.9 | 2.1 | 2.0 | 8.1 | 3.1 | -3.1
Cc1cccc(OCc2cc(-c3ccccc3)no2)c1C | -12.1 | 100.0 | -4.6 | 7.1 | 3.3 | -0.2 | -6.5 | -88.4 | 4.0 | 1.7
Cc1[nH]c2ccccc2c1C(=O)C(=O)NCCOc1ccccc1 | 4.1 | 89.0 | 0.9 | 4.3 | -1.6 | -1.4 | 6.0 | -5.1 | -4.4 | 0.3
CN=C(C)/C(C(=O)OC)=C(/O)c1ccc(Cl)cc1Cl | 3.1 | 95.0 | 2.1 | 2.8 | -1.6 | 0.4 | 1.4 | -1.8 | 1.9 | 0.9
COc1c2n(C)ccc3c-2n(c(=O)c1=O)c1ccccc31 | -5.4 | 97.0 | 3.8 | 0.6 | 3.0 | -1.9 | 0.0 | -3.6 | -2.9 | 3.6
CCc1noc(C)c1C(=O)Nc1cc(Cl)ccc1-n1cncn1 | -1.2 | 96.0 | 6.4 | -1.8 | 2.5 | 0.0 | -9.9 | 7.4 | -6.0 | 1.9
N#CC1=C(S)N=C(N)C(c2nc(-c3ccccc3)cs2)C12CCCCC2 (stereo not given) | 0.2 | 105.0 | 19.0 | -3.1 | -5.8 | -0.9 | 20.7 | -18.8 | 12.9 | 0.6
COCCSc1ccccc1C(=O)NCCc1ccccc1 | -5.8 | 96.0 | 4.3 | -0.1 | 6.2 | 1.3 | -0.1 | -10.8 | 0.6 | 2.1
CC1(C)Cc2c(cnn2-c2cccc(F)c2)C(NC(=O)c2csnn2)C1 (stereo not given) | -7.5 | 95.0 | -3.1 | 0.7 | -6.5 | -0.9 | -2.9 | 4.5 | 6.1 | -0.3
Cc1ccc2c(c1)-c1c(cnn1CC(=O)N(CCC#N)c1ccccc1)CO2 | -11.0 | 94.0 | 0.9 | 12.4 | 8.4 | -0.4 | -2.6 | 14.9 | 2.4 | -2.0
O=C1CN(C(=O)COc2c(F)c(F)cc(F)c2F)c2ccccc2N1 | -5.7 | 101.0 | 4.0 | 6.9 | -6.1 | -1.9 | -3.4 | 15.5 | -3.5 | -2.7
N#C/C(=C\c1c(Oc2ccc(Cl)cc2)nc2ccccn2c1=O)C(=O)NC1CCS(=O)(=O)C1 (stereo not given) | 0.6 | 89.0 | 7.0 | -3.0 | -6.1 | -0.2 | 3.1 | -10.5 | 1.1 | 9.5
Cc1ccc(OCCOc2cccc(/C=N/NC(N)=O)c2)cc1 | 0.7 | 96.0 | -4.6 | -0.5 | -11.5 | 4.5 | 6.8 | -48.0 | 3.8 | -0.4
CCOC(=O)C1=C(C)NC(=S)NC1c1ccc(-c2cccc(Cl)c2C)o1 (stereo not given) | 7.4 | 108.0 | -35.4 | 13.5 | -4.1 | 2.6 | 13.4 | 15.0 | -0.3 | -0.1
O=C(CNS(=O)(=O)c1ccc(F)cc1)Nc1ccccc1 | -3.4 | 105.0 | -1.5 | -1.1 | -8.7 | 1.1 | 7.9 | -2.0 | 0.0 | 0.7
COc1ccc(-n2cc(CNCCc3ncc(C)[nH]3)c(-c3ccccc3Cl)n2)cc1 | -1.7 | 101.0 | -2.4 | -1.3 | . | 0.7 | 4.1 | -11.7 | -3.6 | -1.4
CCC(C)c1ccccc1OCCOCCN1CCCC1 (stereo not given) | -8.2 | 93.0 | -3.0 | -6.7 | -2.2 | 0.1 | 4.8 | -4.4 | -5.2 | -1.2
CC1(C)C2CCC13CS(=O)(=O)N[C@@H]3C2 (stereo not given in full) | -1.1 | 97.0 | -4.4 | -2.2 | 3.7 | -0.1 | -3.4 | -9.7 | -0.3 | 0.2

Compound activity: PubChem, several laboratories
